# ERG-DNA inh = ERG Ets/DNA interaction inhibition. fluorescence polarization, His-ERG Ets domain / labelled DNA. Potency, µM (highest dose often 76.9 µM), for the others: at the top dose FP activity, negative = inhibition, most hits filed as inhibitors. actives 0.028% (n = 370,000). AID 624246; active = well fitted inhibition curve with a large enough effect in the polarisation, with a control signal flat; inconclusive = small, poorly fitted or top-dose-only effect, or effect the other way, or a change in a side signal; inactive = no such curve, though single readings can be large or run the other way; the % refers to the polarisation;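 also: polarization taken with two DNA probes labelled with fluorescein and Texas red; potency is read from the fitted curve at half-maximal effect; % of control where 0% means no effect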
#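 His-tagged ERG Ets domain (1 uM in the protein solution; 300mM KCl, 50mM Tris-HCl, 1mM EDTA, 1mM DTT, pH 7.5) received compound, then a probe mix of 5 nM fluorescein-DNA and 100nM Texas-615-DNA. Fluorescence polarization was read for both dyes.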
# GLS inh = inhibitors of human glutaminase (GLS); actives 0.21% (n = 410,000); GLS enzymatic activity, qHTS titration; Potency, µM (titrated, usually from 45.5 µM), for the others: at the top dose activity change, negative = inhibition, actives largely listed as inhibitors; O94925; AID 624170; also: potency is read from the fitted curve at half-maximal effect; % is scaled to controls: 0 for no effect and ±100 for the full control effect
# Target sequence (O94925 whole entry, looked up): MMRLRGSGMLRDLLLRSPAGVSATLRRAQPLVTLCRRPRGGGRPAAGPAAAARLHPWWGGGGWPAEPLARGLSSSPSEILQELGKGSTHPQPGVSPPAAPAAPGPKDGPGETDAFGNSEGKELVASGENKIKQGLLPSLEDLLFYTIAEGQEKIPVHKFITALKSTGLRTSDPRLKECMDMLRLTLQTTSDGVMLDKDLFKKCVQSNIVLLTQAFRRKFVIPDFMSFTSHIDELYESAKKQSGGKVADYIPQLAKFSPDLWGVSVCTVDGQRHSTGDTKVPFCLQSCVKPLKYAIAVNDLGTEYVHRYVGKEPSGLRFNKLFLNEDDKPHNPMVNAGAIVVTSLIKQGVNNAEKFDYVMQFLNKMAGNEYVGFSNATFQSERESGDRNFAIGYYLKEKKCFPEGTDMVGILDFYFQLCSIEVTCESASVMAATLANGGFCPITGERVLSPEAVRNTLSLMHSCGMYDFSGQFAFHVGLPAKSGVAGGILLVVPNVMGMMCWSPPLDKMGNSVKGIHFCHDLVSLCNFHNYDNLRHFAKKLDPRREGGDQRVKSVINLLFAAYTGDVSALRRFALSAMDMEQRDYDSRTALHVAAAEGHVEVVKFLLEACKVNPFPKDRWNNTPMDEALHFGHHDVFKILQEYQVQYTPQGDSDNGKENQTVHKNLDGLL
#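 Coupled fluorescence readout: glutamate oxidase/HRP/Amplex Red detect glutamate formed by hKGA from L-glutamine (1 mM solution added). Buffer 45 mM KH2PO4 pH 8.2, 0.02% Tween-20; reads at t0 and 30 min RT.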
# JMJD2A Tudor = inhibitors of human JMJD2A Tudor domain; AlphaScreen JMJD2A-Tudor / H3K4me3 peptide binding; Potency, µM (doses to about 114 µM), without a hit: at the top dose activity change, negative = inhibition, hits mostly inhibitors; actives 4.4% (n = 390,000); AID 504339; also: potency is read from the fitted curve at half-maximal effect; % is scaled to controls: 0 for no effect and ±100 for the full control effect; nearly all actives have a fitted effect of over 50% in size
# BAZ2B inh = BAZ2B (human) inhibition; Q9UIF8; Potency, µM (titrated, usually from 114 µM), for the others: top-dose activity change, negative = inhibition, actives largely listed as inhibitors; AID 504333; actives 4.4% (n = 360,000); AlphaScreen BAZ2B-H3K14Ac peptide displacement; also: potency is read from the fitted curve at half-maximal effect; % is scaled to controls: 0 for no effect and ±100 for the full control effect; nearly all actives have a fitted effect of over 60% in size
#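 In this displacement format the biotinylated H3(5-23) peptide acetylated at Lys14 serves as ligand at 50 nM, with BAZ2B at 50 nM in PBS pH 7.4 containing 0.01% Tween-20. Donor and acceptor beads are 10 ug/mL final.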
# ALOX12 inh = inhibitors of human 12S-lipoxygenase ALOX12; purified 12hLO, xylenol orange hydroperoxide absorbance; Potency, µM (top dose mostly 108 µM), for inactives: top-dose activity change, negative = inhibition, hits mostly inhibitors; actives 1.1% (n = 580,000); also: potency is read from the fitted curve at half-maximal effect; % is scaled to controls: 0 for no effect and ±100 for the full control effect
#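 Purified human 12hLO at 150 nM in 25 mM Hepes, 0.01% Triton X-100, pH 7.0, preincubated 15 min at room temperature with compound. Reaction started with 40 uM arachidonic acid, 30 min at room temperature. Hydroperoxide measured by Fe-xylenol orange, 573/405 nm absorbance ratio.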
# G9a block = blocks human histone lysine methyltransferase G9a; Q96KQ7; actives 8.8% (n = 350,000); G9a H3K9 monomethylation, AlphaScreen, 2 h; Potency, µM (titrated, usually from 102 µM), for inactives: at the top dose activity, negative = inhibition, most hits filed as inhibitors; also: potency is read from the fitted curve at half-maximal effect; % is scaled to controls: 0 for no effect and ±100 for the full control effect; nearly all actives have a fitted effect of over 75% in size
#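 Compounds were preincubated with 20 nM G9a for 15 min, after which biotinylated H3K9 peptide (500 nM) and SAM (20 uM) started a 2 h room-temperature reaction. Monomethylated product was quantified by antibody-based AlphaScreen chemiluminescence.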
# RGS4 inh = blocks human RGS4-accelerated GTP hydrolysis; actives 0.039% (n = 390,000); Transcreener GDP fluorescence polarization, RGS4-accelerated GTP hydrolysis; Potency, µM (doses to about 114 µM), without a hit: at the highest dose activity change, negative = inhibition, most hits filed as inhibitors; P49798; AID 504845; also: potency is read from the fitted curve at half-maximal effect; % is scaled to controls: 0 for no effect and ±100 for the full control effect; nearly all actives have a fitted effect of over 75% in size; some results filed as inactive show a strong effect at the top dose
# Target sequence (P49798 whole entry, looked up): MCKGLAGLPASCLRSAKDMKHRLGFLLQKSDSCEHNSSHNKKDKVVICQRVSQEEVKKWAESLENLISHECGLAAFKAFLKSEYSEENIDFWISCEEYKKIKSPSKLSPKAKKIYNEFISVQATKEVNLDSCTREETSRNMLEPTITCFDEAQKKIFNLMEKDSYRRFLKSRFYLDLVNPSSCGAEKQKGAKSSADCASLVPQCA
#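 MLSMR compounds (23 nl, pin-transferred) preincubated 10 min at room temperature with a 500nM (2x) first reagent, then RGS4 at 900nM (2x) plus Transcreener GDP mix added; fluorescence polarization (620/688 nm) read before and after 90 min at 30 °C.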
# HP1b chromo inh = inhibitors of HP1-beta chromodomain binding to methylated histone tails. P83916. AlphaScreen HP1-beta / biotin-H3K9me3 peptide binding. Potency, µM (top dose mostly 114 µM), inactives show at the top dose activity change, negative = inhibition, hits mostly inhibitors. actives 0.56% (n = 390,000). AID 540317; also: potency is read from the fitted curve at half-maximal effect; nearly all actives have a fitted effect of over 70% in size; inactives centre near 23
# Target sequence (P83916 whole entry, looked up): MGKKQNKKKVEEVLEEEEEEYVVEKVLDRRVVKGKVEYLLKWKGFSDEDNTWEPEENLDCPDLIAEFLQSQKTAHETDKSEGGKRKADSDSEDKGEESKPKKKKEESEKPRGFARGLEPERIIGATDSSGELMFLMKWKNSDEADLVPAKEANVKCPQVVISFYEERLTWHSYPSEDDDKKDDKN
#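 HP1-beta protein (50 nM final) preincubated 30 min at room temperature with biotinylated H3(1-18)K9me3 peptide (50 nM) in PBS pH 7.4, 0.01% Tween-20, then compound added for 30 min. AlphaScreen streptavidin donor/nickel chelate acceptor beads (10 ug/mL final), 30 min dark, luminescence read.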
# PI4K2A inh = blocks human PI4K2A kinase activity. Q9BTU6. purified PI4K2A, ADP-Glo luminescence, 1 h; active compounds read low. activity change, negative = inhibition, % at 76.9 µM. actives 0.13% (n = 420,000). AID 1346378; in the data active = activity change below about -50%; inconclusive = mostly about -30% to -49%;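 also: -100% = wells without enzyme as full effect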
#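 PI4K2A activity was measured by ADP-Glo luminescence: enzyme (4 ug/mL stock) and phosphatidylinositol (1.2 mM stock) in Tris pH 7.5/MgCl2/EGTA/Triton X-100 buffer were reacted with ATP (300 microM stock) for one hour at ambient temperature.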
# Numbers without * were called inactive; ? = inconclusive; . = no result given; [ ] = remark or other dose. Unless noted, calls follow the shape of the dose curve; as a rule, active = well fitted curve in the direction sought with a large enough effect; inconclusive = small, poorly fitted or top-dose-only effect, or another doubt; inactive = no such curve, though single readings can be large; an effect the other way counts as inactive or inconclusive. The list is partial. The share of hits here may be higher or lower than overall.
SMILES,ERG-DNA inh,GLS inh,JMJD2A Tudor,BAZ2B inh,ALOX12 inh,G9a block,RGS4 inh,HP1b chromo inh,PI4K2A inh
CCS(=O)(=O)c1ccc(C(=O)NC2CC2)c(Cl)c1Cl,8.1%,9.4%,-7.9%,-3.5%,?,-1.8%,29.2%,48.8%[activator],2.4
CCOC(=O)N1CCc2c(sc(NCc3cc(OC)ccc3OC)c2C(=O)Nc2cc(OC)ccc2OC)C1,3.9%,-2.0%,?,31.6µM*,?,7.08µM*,?,-6.9%,2.7
CC1CCC(NS(=O)(=O)c2ccc(Cl)s2)CC1 (configuration not stated),2.0%,-2.3%,14.4%,24.0%,-21.5%,-4.1%,-18.2%,53.9%[activator],2.1
COc1cccc(NC(=O)CN(c2ccc3c(c2)OCO3)S(C)(=O)=O)c1,5.6%,10.1%,?,-18.1%,?,12.4%,?,-13.2%,-7.1
COc1cc(C(=O)Nc2nnc(C3CC3)s2)ccc1OCc1c(C)noc1C,1.1%,-6.0%,-5.8%,-36.6%,?,0.4%,-15.4%,11.1%,2.6
Cc1ccc(C)c(S(=O)(=O)Nc2ccc(S(=O)(=O)Nc3ncccn3)cc2)c1,5.0%,-8.6%,-12.6%,-0.4%,5.6%,?,-1.4%,27.7%,0.6
NS(=O)(=O)c1cccc(NC(=O)COC(=O)/C=C/c2ccco2)c1,6.8%,15.4%,-14.1%,-24.7%,-8.0%,25.1µM*,-25.8%,3.4%,-2.9
COc1ccc(NC(=O)Nc2nc(C)cc(C)n2)c(OC)c1,3.5%,16.7%,-7.3%,-4.9%,0.0%,?,0.3%,25.1%,-1.7
N#C/C(=C(/O)C(Cl)(Cl)Cl)c1nc2ccccc2[nH]1,-6.5%,13.8%,50.1µM*,-15.6%,0.0%,5.3%,0.3%,22.1%[57 µM],2.1
CCOC(=O)C1CCCN(Cc2cc(=O)oc3cc(C)c(C)cc23)C1 (configuration not stated),16.6%,-9.5%,8.3%,0.6%,-4.4%,?,-0.8%,42.2%[activator],-4.9
CC(C)c1ccc(NC2CCCN(C(=O)CSc3nncn3C)C2)cc1 (configuration not stated),13.9%,-25.6%,-18.3%,-17.8%,3.4%,?,1.3%,23.3%,-0.1
COc1ccc(CCNC(=O)COC(=O)/C=C/c2cc(OC)ccc2OC)cc1,-9.3%,-4.2%,-9.7%,.,7.0%,.,-1.0%,28.2%,3.4
COc1ccc(-c2cc(CCCC(=O)NCc3ccccn3)no2)cc1,-21.8%,-9.6%,-2.1%,-21.1%,1.7%,-9.7%,0.3%,37.7%,-3.5
O=C(CCl)Nc1cccc(Oc2cnccn2)c1,-9.6%,-1.9%,-7.2%,3.5%,0.0%,13.4%,11.6%,38.8%,-2.2
COc1ccc(Cc2[nH]n3c(=O)cc(C)nc3c2-c2ccccc2)cc1,0.4%,-5.4%,-18.9%,18.4%,20.1%,0.8%,-3.1%,35.6%,5.2
Cc1ccc(N2CC(NC(=O)CCc3ccccc3)CC2=O)cc1C (configuration not stated),9.5%,-0.5%,1.6%,3.0%,-29.6%,3.0%[59 µM],-4.4%,25.7%,4.7
O=C(NC1CCCCC1)C(c1ccccc1)N(C(=O)Cc1ccsc1)c1ccccc1 (configuration not stated),.,-0.8%,-5.8%,7.7%,16.3%,6.0%[59 µM],10.1%,19.5%,-0.2
O=C(Nc1nnc(C2CC2)o1)c1ccc(S(=O)(=O)N2CCCCC2)cc1,3.2%,-0.3%,?,56.2µM*,20.0%,17.0%,-10.2%,46.3%[activator],-0.3
CCOCCc1nn2c(=O)cc(COC(=O)Cc3ccccc3)nc2s1,0.1%,1.6%,-10.7%,-7.7%,7.2%,26.6%[59 µM],29.7%,28.2%,1.3
Clc1ccc(/C=N/N2CCN(Cc3ccccc3Cl)CC2)cc1,1.5%,7.3%,44.7µM*,35.5µM*,-4.3%,?,-10.3%,-9.8%,2.6
CCCCCCCCNS(=O)(=O)CCNCCCC,20.5%,-6.2%,7.9%,.,2.1%,.,18.8%,60.8%[activator],2.3
COc1ccc(NC(=O)c2sc(NC(=O)C3CC3)nc2C)cc1,-0.3%,7.7%,-10.6%,-30.6%,8.9%,22.9%,4.6%,26.2%,1.5
Cc1cc(C)n2nc(C(=O)OCC(=O)N(CC(C)C)CC(C)C)nc2n1,2.8%,3.6%,-14.7%,-4.6%,1.6%,-3.4%,7.5%,9.8%,-4.8
COc1ccc(CNC(=O)c2cccc(N(C)C)c2)cc1,2.5%,40.8%[activator],-29.3%,?,0.0%,7.08µM*,-28.4%,37.2%,-5.9
CC1(C)OC(=O)C(=CNCC(O)c2ccccc2)C(=O)O1 (configuration not stated),.,0.5%,-12.6%,6.7%,23.9%,29.0%[12.7 µM],-7.9%,7.0%,-0.5

# Part of the list above, showing only PI4K2A inh:
Compound	PI4K2A inh
NS(=O)(=O)c1cccc(NC(=O)COC(=O)/C=C/c2ccco2)c1	-2.9
COc1ccc(NC(=O)Nc2nc(C)cc(C)n2)c(OC)c1	-1.7

# Next part:
SMILES,ERG-DNA inh,GLS inh,JMJD2A Tudor,BAZ2B inh,ALOX12 inh,G9a block,RGS4 inh,HP1b chromo inh,PI4K2A inh
COc1ccc(C)cc1N/C(N)=N/c1nc(C)cc(C)n1,-1.0%,8.7%,-4.1%,18.0%,2.8%,51.7%[activator],8.3%,20.5%,0.1
O=C(/C=C/c1ccc(Br)cc1)c1ccc(NC(=O)c2ccco2)cc1,5.0%,-4.9%,-21.9%,?,-22.0%,-5.4%[59 µM],?,10.7%,2.6
CCc1nnc(SCc2cccc(F)c2)c2cc3sc(C)cc3n12,-0.3%,-16.9%,-1.8%,1.8%,-7.6%,8.1%[59 µM],8.7%,20.0%,-3.4
Cc1ccc(Nc2cc(-c3ccccc3)nc(C)n2)cc1,0.2%,2.7%,6.6%,12.9%,2.9%,6.4%[59 µM],-4.3%,53.9%[activator],-2.9
COc1ccc(COn2nnc3ccc(S(=O)(=O)N4CCOCC4)cc32)cc1F,5.1%,-1.4%,-3.4%,-0.5%,-11.3%,-5.3%,-27.1%,27.9%,-9.8
Cn1c(-c2ccccc2)c[n+]2c1-c1ccccc1C2,0.6%,-1.2%,-10.9%,0.9%,-2.0%,17.5%[59 µM],-4.5%,24.7%,-1.0
CCC(C(=O)NCCN1CCOCC1)n1c2ccccc2c2nc(=O)cc(C)n21 (configuration not stated),1.5%,-0.1%,-8.4%,-16.1%,0.7%,22.9%,22.6%[11.4 µM],18.0%,-1.7
COCCNC(=O)c1c(N)n(/N=C/c2ccc(F)cc2)c2nc3ccccc3nc12,-18.7%,-3.6%,9.6%,3.5%,12.5%,-22.2%,0.3%,57.5%[activator],2.8
COc1ccc2c(c1OC)C(=O)N1c3ccccc3N=C(c3ccc([N+](=O)[O-])cc3)CC21 (configuration not stated),9.9%,-6.7%,?,8.3%,?,?,?,-7.2%,0.7
CC(C(=O)O)n1c(C(F)(F)F)nc2ccccc21 (configuration not stated),-1.2%,-7.9%,6.3%,2.7%,-25.7%,-2.2%[59 µM],-14.4%,34.3%,4.8
Nc1ccc2nc3c(=O)n(C4CCCCC4)c(=O)[nH]c3nc2c1,?,-7.3%,-9.5%,-1.2%,-14.2%,-3.4%[59 µM],-43.5%,30.6%,8.4
CC(=O)N1CCN(C(=O)C(Cc2c[nH]c3ccccc23)NC(=O)c2ccccc2Cl)CC1 (configuration not stated),3.3%,-8.3%,-27.1%,-24.0%,0.0%,-11.5%,-22.3%,30.6%,-0.1
COc1ccc(C)cc1S(=O)(=O)N(C)CC(=O)N1CCN(C)CC1,-2.5%,-7.4%,0.6%,11.9%,1.5%,0.2%[59 µM],-23.4%,29.1%,-0.2
CCOP(=O)(OCC)C(C#N)=C1SCN(c2ccc(Cl)cc2)CS1,1.6%,50.8%[activator],79.4µM*,7.9%,-35.7%,?,?,-1.6%,-3.0
C[n+]1cc(-c2ccccc2)n2c1CCCCC2,5.5%,0.8%,-23.0%,44.7µM*,.,70.8µM*,-14.2%,20.1%,-0.3
CCOC(=O)c1ccc(-n2c(C)nc3c(cnn3-c3ccccc3C)c2=O)cc1,-3.7%,-9.1%,-9.0%,6.6%,-16.7%,10.5%[59 µM],12.5%,40.8%[activator],2.1
Cc1nn2c(C)nc3sc4c(c3c2nc1=O)CC(C)(C)OC4,2.9%,?,?,?,-13.8%,-4.3%[59 µM],10.2%,1.8%,-28.5
C[C@H](CO)N1C[C@H](C)[C@@H](CN(C)C(=O)Nc2ccc3c(c2)OCO3)Oc2ccc(NS(=O)(=O)c3ccccc3)cc2C1=O,7.7%,10.4%,-17.1%,.,-1.2%,.,-2.4%,31.6%,-2.4
COc1cccc(/C=N/NC(=O)COc2cccc3cccnc23)c1O,1.2%,-11.2%,-15.9%,-15.5%,-8.1%,-0.1%,-49.6%,50.4%[activator],-1.5
COc1cccc(CNC(=O)C(=O)NCC2OCCCN2S(=O)(=O)c2cc(C)ccc2C)c1 (configuration not stated),2.8%,6.2%,-13.9%,-11.8%,0.0%,4.4%,-10.5%,25.7%,-1.6

# Assay outcomes deposited in PubChem BioAssay by National Center for Advancing Translational Sciences (NCATS).
